Rac1 wt GTP bind: wildtype Rac1 GTP binding modulators, primary screen, biochemical, GST-Rac1 beads, flow cytometry, multiplex. GTP binding activity (% of control), % at 10 µM. AID 757, 2007. 0.27% of 190,000 active. fluorescent GTP binding; actives lie on both sides; 0 = cold GTP competed, 100 = untreated;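 active = GTP binding activity at least 20 points away from the 100% control level, either lower or higher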
Rab2A wt mod: modulators of GTP binding to Rab2A wildtype, primary screen, biochemical, dog, bead-based flow cytometry, multiplex; GTP binding activity, % at 10 µM; 0.19% of 190,000 active; Ras-related protein Rab-2A (Canis lupus familiaris), P61105; GST-Rab2 wt beads, Bodipy-GTP binding;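 active = GTP binding activity at least 20 points away from 100%, either lowered or raised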;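 note: 0% = beads with excess unlabeled GTP and 100% = no-compound control corrected for plate trend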
ABCB1 block: ABCB1 efflux pump inhibitors, primary screen, cell-based, multiplex, flow cytometry, ABCG2 counter-screen; inhibition, % at 6.6 µM; CCRF-Adr cells, JC-1 efflux; ATP-dependent translocase ABCB1 (Homo sapiens), P08183; 0.067% of 190,000 active; in the data active = inhibition above about 40%;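 note: 0% = vehicle and 100% = reference inhibitor; higher value means more JC-1 retained so stronger ABCB1 efflux block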
Avidin fluor: green autofluorescence of compounds with avidin beads – biophysical, 488/530 nm, flow cytometry, artefact control, profiling panel. compound fluorescence 488/530 nm; hits give high values. fluorescence (KMESF) at 10 µM. 0.38% of 220,000 active; in the data active = fluorescence above about 47; note: inactives centre near 10
Pf gametocyte: late stage P. falciparum gametocyte viability inhibitors, primary screen, ATP luminescence, HTS; P. falciparum stage V gametocytes, 24 h; inhibition, % at 10.9 µM; 0.065% of 150,000 active;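 active = inhibition above the mean plus 3 SD of compounds within the control limits, set per campaign, cut at about 38% in these data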;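 note: 0% = DMSO wells and 100% = medium only without gametocytes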
ABCG2 inh: ABCG2 efflux pump inhibitors, primary screen, multiplex with ABCB1, IgMXP3 cells, flow cytometry; 0.1% of 190,000 active; JC-1 efflux; Broad substrate specificity ATP-binding cassette transporter ABCG2 (Homo sapiens), Q9UNQ0; inhibition, % at 6.6 µM;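 active = inhibition above 80%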;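 note: 0% = DMSO and 100% = nicardipine control wells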
Target sequence (Q9UNQ0 whole entry, looked up): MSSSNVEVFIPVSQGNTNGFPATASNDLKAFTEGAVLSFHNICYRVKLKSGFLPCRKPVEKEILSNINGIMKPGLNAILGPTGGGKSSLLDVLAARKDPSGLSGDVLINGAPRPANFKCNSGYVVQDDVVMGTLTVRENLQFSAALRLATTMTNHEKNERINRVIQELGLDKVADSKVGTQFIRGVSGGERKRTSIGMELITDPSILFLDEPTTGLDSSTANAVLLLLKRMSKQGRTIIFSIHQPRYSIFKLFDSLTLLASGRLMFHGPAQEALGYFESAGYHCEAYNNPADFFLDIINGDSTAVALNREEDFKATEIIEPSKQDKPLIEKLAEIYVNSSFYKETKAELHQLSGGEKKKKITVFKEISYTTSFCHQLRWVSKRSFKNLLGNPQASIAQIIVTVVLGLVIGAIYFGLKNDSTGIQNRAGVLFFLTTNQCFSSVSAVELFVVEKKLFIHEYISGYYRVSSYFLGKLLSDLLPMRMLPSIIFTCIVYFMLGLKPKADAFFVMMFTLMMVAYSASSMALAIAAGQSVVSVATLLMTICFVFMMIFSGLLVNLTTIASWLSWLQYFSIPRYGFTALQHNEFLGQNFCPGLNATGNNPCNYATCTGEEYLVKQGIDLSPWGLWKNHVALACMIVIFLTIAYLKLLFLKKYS
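Measure – % inhibition of efflux relative to nicardipine and DMSO · Test system – ABCG2 IgMXP3 and barcoded ABCB1 CCRF-Adr cell mix · Control set – nicardipine as high control, DMSO as low control · Compound – one concentration, 6.6 µM final · Signal – flow cytometry of retained JC-1 fluorescence · Timing – 10 min exposure at 25 °C with rotation, no wash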
HRas wt GTP bind: modulators of GTP binding to HRas wildtype, primary screen, biochemical, bead-based flow cytometry, multiplex. GTPase HRas (Homo sapiens), P01112. GTP binding activity, % at 10 µM. GST-Ras wt beads, Bodipy-FL-GTP binding; actives lie on both sides. 0.14% of 190,000 active;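 active = GTP binding activity at least 20% away from the 100% baseline, either lowered as inhibitor or raised as activator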;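 note: 0% = unlabeled GTP competition control and 100% = no-compound control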
Target sequence (P01112 whole entry, looked up): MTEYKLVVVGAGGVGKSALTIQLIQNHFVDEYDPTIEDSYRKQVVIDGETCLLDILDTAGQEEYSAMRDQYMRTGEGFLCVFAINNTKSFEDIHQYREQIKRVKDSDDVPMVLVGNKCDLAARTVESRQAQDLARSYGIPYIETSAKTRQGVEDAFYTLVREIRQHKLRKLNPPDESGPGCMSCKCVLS
Mcl1 Noxa PPI: Mcl-1/Noxa binding inhibitors, primary screen, biochemical, TR-FRET, 1536-well; Induced myeloid leukemia cell differentiation protein Mcl-1 (Homo sapiens), Q07820; TR-FRET Mcl-1/Noxa peptide binding, 2 h; inhibition, % at 21.7 µM; 1.5% of 220,000 active; AID 1022, 2008;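 active = compounds that cut the protein-peptide binding signal by more than 50% relative to plate controls in a single-dose test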;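 note: His-tagged Mcl-1 with rhodamine Noxa BH3 peptide and terbium anti-His antibody; 0% = Mcl-1 plus Noxa peptide wells and 100% = peptide-only wells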
Rac1 act GTP bind: GTP binding modulators of activated mutant Rac1, primary screen, biochemical, bead-based flow cytometry, multiplex, fluorescent GTP; 0.11% of 190,000 active; percent activity (GTP binding), % at 10 µM; GST-Rac1 activated beads; actives lie on both sides; 100% means binding = to untreated wells; AID 764, 2007;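 active = GTP binding at least 20 percentage points away from the 100% baseline, in either direction, so actives lie on both sides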
Cdc42 wt: modulators of GTP binding to wildtype Cdc42, primary screen, biochemical, multiplex bead flow cytometry, Bodipy-GTP | GST-Cdc42 beads; actives lie on both sides | percent activity (GTP binding), % at 10 µM | 0.2% of 190,000 active;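 active = percent activity GTP binding at least 20 points away from the 100% baseline, either down as inhibitor or up as activator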;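 note: median bead fluorescence of bound Bodipy-FL-GTP at 100 nM; 0% = excess unlabeled GTP control and 100% = no compound control; below 100% means less GTP binding so inhibitor and above means activator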
Target sequence (P60953 whole entry, looked up): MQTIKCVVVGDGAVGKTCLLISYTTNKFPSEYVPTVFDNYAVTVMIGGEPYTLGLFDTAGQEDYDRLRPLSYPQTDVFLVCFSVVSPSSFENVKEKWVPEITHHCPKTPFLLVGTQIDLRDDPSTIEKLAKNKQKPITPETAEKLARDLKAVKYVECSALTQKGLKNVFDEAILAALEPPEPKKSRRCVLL
Rab7 wt GTP bind: modulators of GTP binding to Rab7, primary screen, biochemical, wildtype, multiplex bead flow cytometry | Rab7 GTPase wild type (dog), Bodipy-FL-GTP binding | GST-Rab7 beads, fluorescent GTP binding; actives lie on both sides; untreated = 100%, excess cold GTP = 0% | GTP binding activity (percent of control), % at 10 µM | 0.055% of 190,000 active;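 active = fluorescent GTP binding to Rab7 beads changed by at least 20 points from the 100% baseline, either direction, mostly lower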;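 note: median green fluorescence of bound Bodipy-FL-GTP per Rab7 bead population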
Starred values were filed as active, the others as inactive; . = no result given.

Each structure is followed by: Rac1 wt GTP bind | Rab2A wt mod | ABCB1 block | Avidin fluor | Pf gametocyte | ABCG2 inh | HRas wt GTP bind | Mcl1 Noxa PPI | Rac1 act GTP bind | Cdc42 wt | Rab7 wt GTP bind
S=C(NCc1ccccc1)N1CCn2cccc2C1c1ccncc1 (stereo not given)
 : 96.0 | 97.0 | 1.3 | 9 | -7.4 | 9.8 | 96.0 | 6.0 | 94.0 | 93.0 | 101.0
Cc1ccc2nc(-c3ccc(SCC(=O)N4CCc5ccccc54)nc3)[nH]c2c1
 : 105.0 | 94.0 | 0.5 | 5 | -22.6 | -1.9 | 99.0 | -38.9 | 99.0 | 101.0 | 102.0
CCn1c(=O)cc(OCC(=O)Nc2ccc(C)cn2)c2ccccc21
 : 100.0 | 101.0 | 0.8 | 12 | 7.9 | 3.4 | 101.0 | -16.3 | 101.0 | 104.0 | 100.0
CCN1CCN(c2nc3ccccc3nc2C(C#N)S(=O)(=O)c2ccc(C)cc2)CC1 (stereo not given)
 : 100.0 | 97.0 | 0.8 | 21 | -56.5 | -6.3 | 98.0 | 20.7 | 98.0 | 99.0 | 99.0
O=C(CSc1nc2ccccc2[nH]1)NC1CCCC1
 : 94.0 | 97.0 | 0.5 | 10 | . | 3.0 | 96.0 | 2.7 | 94.0 | 97.0 | 96.0
CCN(CC)S(=O)(=O)c1ccc(Oc2cccc(C(C)=O)c2)nc1
 : 95.0 | 96.0 | 0.1 | 21 | . | 0.2 | 95.0 | -4.9 | 94.0 | 95.0 | 94.0
CC(=O)Oc1cccc(N2C(=O)C3C4C=CC(C4=C(C)C)C3C2=O)c1 (stereo not given)
 : 105.0 | 104.0 | 0.3 | 9 | . | 1.4 | 101.0 | 18.6 | 98.0 | 104.0 | 100.0
COc1ccccc1C(=O)NC(CCSC)C(=O)NCC(c1ccco1)N(C)C (stereo not given)
 : 111.0 | 103.0 | 0.7 | 7 | -16.8 | 7.7 | 104.0 | 4.3 | 102.0 | 104.0 | 103.0
CCN(C(=N)N=C(N)N)c1ccccc1
 : 96.0 | 96.0 | 0.0 | 9 | -13.2 | -0.7 | 97.0 | -6.8 | 96.0 | 98.0 | 108.0
CCn1c2ccccc2c2nnc(SCC(=O)NCCOC)nc21
 : 105.0 | 35.0* | 1.6 | 12 | . | 39.7 | 101.0 | 8.7 | 99.0 | 97.0 | 100.0
O=S(=O)(Nc1ccccn1)c1cccc(S(=O)(=O)c2ccc(Cl)cc2)c1
 : 97.0 | 100.0 | 0.2 | 8 | 14.8 | -0.6 | 96.0 | 4.6 | 94.0 | 96.0 | 104.0
COc1cc(NC(=O)COC(=O)CCc2cc(OC)c(OC)c(OC)c2)cc(OC)c1
 : 88.0 | 90.0 | 1.2 | 10 | 9.0 | 17.8 | 91.0 | 9.4 | 94.0 | 91.0 | 95.0
COc1ccc(NC(=O)CC23CC4CC(CC(C4)C2)C3)cn1
 : 107.0 | 103.0 | -1.1 | 15 | . | 5.0 | 102.0 | 11.8 | 101.0 | 101.0 | 100.0
CSc1nc2sccc2c(=O)[nH]1
 : 96.0 | 97.0 | 1.7 | 9 | 24.2 | 3.0 | 97.0 | 11.2 | 96.0 | 97.0 | 95.0
CC(=O)Oc1ccc(C(C)=O)c2c1OCCO2
 : 102.0 | 100.0 | 0.1 | 6 | . | 0.2 | 100.0 | -4.3 | 97.0 | 101.0 | 100.0
COc1ccc(SCc2noc(C(=O)NC(C)C)c2C(=O)O)cc1
 : 96.0 | 93.0 | 1.2 | 10 | 10.0 | 7.4 | 94.0 | 10.7 | 94.0 | 95.0 | 95.0
Cc1cc(C)c2c(N=NN(C)C)[nH]nc2n1
 : 104.0 | 101.0 | -0.2 | 11 | 3.0 | 19.2 | 100.0 | 23.1 | 99.0 | 100.0 | 103.0
COc1cc(OC)cc(-c2nc(-c3cc4cc(C)ccc4nc3OC)no2)c1
 : 96.0 | 95.0 | 0.4 | 8 | 7.2 | 2.0 | 96.0 | -18.0 | 93.0 | 94.0 | 95.0
CCO[C@H]1OC(C(=O)N2CCN(Cc3ccc4c(c3)OCO4)CC2)=C[C@@H](C2CCCCC2)[C@@H]1CCCO
 : 97.0 | 95.0 | 2.7 | 6 | . | 1.5 | 96.0 | 0.6 | 94.0 | 95.0 | 101.0
COC(=O)c1cc(C(=O)NCCCN2CCOCC2)cc([N+](=O)[O-])c1
 : 98.0 | 98.0 | 0.4 | 10 | -5.2 | 2.4 | 100.0 | 11.1 | 95.0 | 95.0 | 98.0
CCOc1cc2[nH]c(=O)n(Cc3ccc(C(=O)NCCOC)cc3)c(=O)c2cc1OCC
 : 105.0 | 101.0 | -2.4 | 8 | . | -4.2 | 101.0 | 5.0 | 101.0 | 99.0 | 100.0
Cc1ccc(NC(=O)CSc2nnc(CN3CCOCC3)n2-c2ccccc2)cc1
 : 104.0 | 100.0 | 0.8 | 8 | . | 4.4 | 102.0 | 3.1 | 100.0 | 101.0 | 100.0
CCc1ccc(OCC(=O)NC(C)C)cc1
 : 100.0 | 99.0 | 1.3 | 9 | 8.2 | 5.3 | 99.0 | 2.9 | 98.0 | 97.0 | 96.0
Cc1ccc2c(n1)sc1c(N)ncnc12
 : 93.0 | 89.0 | 0.0 | 37 | 7.1 | 1.2 | 92.0 | 14.0 | 94.0 | 93.0 | 95.0
O=C(C1CCCN(S(=O)(=O)c2cccc3cccnc23)C1)N1CCc2ccccc21 (stereo not given)
 : 104.0 | 100.0 | 0.2 | 7 | . | 1.5 | 101.0 | 10.2 | 98.0 | 100.0 | 98.0
Cc1cc(C)n(CC(C)NCc2cn[nH]c2-c2cccc3ccccc23)n1 (stereo not given)
 : 97.0 | 97.0 | 4.8 | 3 | -22.6 | 5.1 | 98.0 | 10.9 | 97.0 | 97.0 | 102.0
Cc1ccc(C2CC2C(=O)NNC(=S)Nc2cccc(Cl)c2)cc1 (stereo not given)
 : 100.0 | 99.0 | -0.9 | 6 | -27.2 | -2.9 | 100.0 | -15.4 | 97.0 | 98.0 | 93.0
CCOC(=O)Cc1cc(=O)n2[nH]cc(-c3cccc(Br)c3)c2n1
 : 98.0 | 91.0 | -1.7 | 3 | . | -2.6 | 94.0 | -0.7 | 92.0 | 94.0 | 90.0
O=C(Nc1nc2ccc([N+](=O)[O-])cc2s1)c1c(F)cccc1F
 : 96.0 | 92.0 | 1.3 | 10 | -0.8 | 80.4 | 94.0 | 11.8 | 90.0 | 90.0 | 103.0
CSc1nc(C)cc(Oc2ccc(OCC(N)=O)nn2)n1
 : 97.0 | 97.0 | -0.3 | 24 | 21.5 | -0.3 | 99.0 | -5.3 | 94.0 | 93.0 | 105.0

Some of the entries so far, comma-delimited:
structure,Rac1 wt GTP bind,Rab2A wt mod,ABCB1 block,Avidin fluor,Pf gametocyte,ABCG2 inh,HRas wt GTP bind,Mcl1 Noxa PPI,Rac1 act GTP bind,Cdc42 wt,Rab7 wt GTP bind
COC(=O)c1cc(C(=O)NCCCN2CCOCC2)cc([N+](=O)[O-])c1,98.0,98.0,0.4,10,-5.2,2.4,100.0,11.1,95.0,95.0,98.0
CCOc1cc2[nH]c(=O)n(Cc3ccc(C(=O)NCCOC)cc3)c(=O)c2cc1OCC,105.0,101.0,-2.4,8,.,-4.2,101.0,5.0,101.0,99.0,100.0
Cc1ccc(NC(=O)CSc2nnc(CN3CCOCC3)n2-c2ccccc2)cc1,104.0,100.0,0.8,8,.,4.4,102.0,3.1,100.0,101.0,100.0

Later entries:
Each structure is followed by: Rac1 wt GTP bind | Rab2A wt mod | ABCB1 block | Avidin fluor | Pf gametocyte | ABCG2 inh | HRas wt GTP bind | Mcl1 Noxa PPI | Rac1 act GTP bind | Cdc42 wt | Rab7 wt GTP bind
CC(=O)c1c(C)[nH]c(C(=O)CSc2nc3ccccc3c(=O)n2CCCN2CCOCC2)c1C
 : 101.0 | 101.0 | 1.8 | 35 | -36.2 | 2.2 | 101.0 | 14.0 | 98.0 | 100.0 | 98.0
COc1c(C)cc(C(=O)C2CCCN(C(=O)c3ccoc3)C2)cc1C (stereo not given)
 : 96.0 | 95.0 | 0.2 | 1 | . | 3.1 | 95.0 | -6.5 | 94.0 | 95.0 | 97.0
C=CCn1c(CSCc2ccc(C)cc2)nnc1SCC(=O)NCc1ccccc1
 : 105.0 | 102.0 | 0.5 | 14 | . | 5.0 | 102.0 | -14.2 | 100.0 | 100.0 | 103.0
Cc1ccc(C2CC(c3cccs3)=NN2C(=O)c2ccc(Br)o2)cc1 (stereo not given)
 : 102.0 | 100.0 | 1.9 | 15 | -28.8 | 4.1 | 104.0 | 6.5 | 97.0 | 103.0 | 102.0
O=C(Nc1nnc(C2CC2)s1)c1cc2c(s1)CCCCCC2
 : 93.0 | 100.0 | 0.6 | 18 | . | 3.9 | 97.0 | 11.6 | 92.0 | 96.0 | 99.0
COc1ccc(NC(=O)c2ccccc2SC)c(OC)c1
 : 96.0 | 97.0 | 0.4 | 10 | 21.3 | 16.9 | 96.0 | 6.9 | 94.0 | 95.0 | 107.0
CCOC(=O)C1C(=O)C=C(c2ccc(C)cc2)CC1c1ccco1 (stereo not given)
 : 101.0 | 98.0 | 1.1 | 16 | . | 5.4 | 97.0 | 10.9 | 97.0 | 100.0 | 92.0
COc1ccc(C2CC(c3ccc(Cl)cc3Cl)Nc3nc(N)nn32)cc1OC (stereo not given)
 : 99.0 | 99.0 | -1.8 | 8 | . | -0.7 | 98.0 | -2.8 | 99.0 | 101.0 | 97.0
Cc1ccc(C(C(=O)NC2CCCC2)N(Cc2ccco2)C(=O)CCC(=O)Nc2cc(C)on2)cc1 (stereo not given)
 : 104.0 | 103.0 | 3.8 | 16 | -14.7 | 20.4 | 101.0 | -9.5 | 99.0 | 101.0 | 101.0
O=c1cnc2ccccc2n1CC1CCCCC1
 : 94.0 | 95.0 | 0.4 | 15 | 7.5 | 2.8 | 96.0 | -11.0 | 98.0 | 95.0 | 94.0
Cc1cc(=O)n2[nH]c(-c3sccc3-n3c(C)ccc3C)cc2n1
 : 97.0 | 91.0 | -0.1 | 5 | -0.9 | 0.5 | 91.0 | 50.6* | 91.0 | 92.0 | 91.0
